Bioassay records from PubChem.
FXN GAA850 act = FXN promoter activators, primary screen, cell-based, luciferase luminescence, HEK293 lucGAA850. HEK293 lucGAA850 FXN promoter luciferase reporter, 24 h; percent of 10 µM SAHA response. activation, % at 6 µM. 360,000 compounds, 0.56% hits. AID 540364, 2011;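 active means activation above the average of all compounds screened plus 3 SD, cutoff fixed separately per campaign, cut at about 7.5% in these data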;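 further: 0% = DMSO wells and 100% = 10 µM SAHA wells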
ssDAF-12 act = S. stercoralis DAF-12 nuclear receptor activators, primary screen, cell-based, luminescence, HEK293, GRIP1 co-expression, lit1-tk-luc. HEK293 ssDAF-12/GRIP1 lit1-tk-luc reporter; % of 3 µM dafachronic acid response. activation, % at 6.8 µM. 370,000 compounds, 1% hits;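 active means activation above the mean over all tested compounds plus 3 SD, cut at about 0.9% in these data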;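 further: 0% = DMSO-only wells and 100% = 3 µM delta7-dafachronic acid wells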
NPR1 activator = GC-A stimulated cGMP production enhancers – HEK293 GC-A cells, cGMP TR-FRET, EC30 ANP, primary screen; 370,000 compounds, 0.14% hits; 0% at EC30 ANP, 100% saturating ANP; activation, % at 10 µM; Atrial natriuretic peptide receptor 1 (Homo sapiens), P16066; AID 1671463, 2021; in the data active means activation above about 40%
SMARCA2 act = SMARCA2 (BRM) function activators, primary screen, cell-based, luminescence, high throughput. MG213 cells, MMTV-luciferase reporter, dexamethasone, overnight. activation, % at 9.1 µM. 370,000 compounds, 1% hits. AID 652017, 2013; in the data active means activation above about 7.8%;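 further: 0% = vehicle wells and 100% = reference activator wells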
NPR2 activator = human GC-B receptor activators, primary screen, HEK293 GC-B cells, cGMP TR-FRET, EC30 CNP; 370,000 compounds, 0.11% hits; 0% at EC30 CNP, 100% saturating CNP; activation, % at 10 µM; AID 1920062, 2024; Atrial natriuretic peptide receptor 2 (Homo sapiens), P20594;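 active means activation at 10 µM reaching about 35% in either raw or pattern-adjusted values, limit read from the data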
HGIII-sPLA2 inh = human group III sPLA2 inhibitors, primary screen, biochemical, QFRET, BODIPY PC-A2 liposome substrate. Group 3 secretory phospholipase A2 (Homo sapiens), Q9NZ20. QFRET BODIPY PC-A2 liposome hydrolysis, fluorescence. inhibition, % at 12.2 µM. 370,000 compounds, 0.56% hits;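 active means inhibition above mean plus 3 SD of compounds lying within the high and low control bounds, cut at about 19% in these data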;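 further: 0% = median of test compound wells and 100% = no enzyme DMSO wells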
Target sequence (Q9NZ20 whole entry, looked up): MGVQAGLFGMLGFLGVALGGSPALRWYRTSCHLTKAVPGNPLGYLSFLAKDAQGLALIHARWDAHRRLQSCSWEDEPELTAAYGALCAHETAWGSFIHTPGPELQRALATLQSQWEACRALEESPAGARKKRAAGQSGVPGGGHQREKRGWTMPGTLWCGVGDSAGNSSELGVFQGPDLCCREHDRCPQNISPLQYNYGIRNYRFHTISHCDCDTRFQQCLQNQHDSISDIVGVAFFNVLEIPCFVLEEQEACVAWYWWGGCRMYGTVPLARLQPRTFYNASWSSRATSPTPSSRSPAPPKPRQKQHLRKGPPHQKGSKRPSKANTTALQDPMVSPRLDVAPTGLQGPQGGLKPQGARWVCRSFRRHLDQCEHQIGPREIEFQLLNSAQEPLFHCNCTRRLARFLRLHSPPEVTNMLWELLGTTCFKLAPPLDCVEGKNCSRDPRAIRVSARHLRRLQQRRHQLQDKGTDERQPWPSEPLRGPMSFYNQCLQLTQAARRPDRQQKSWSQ
DAX1 inh-1 = DAX1 (NR0B1) inhibitors, primary screen, cell-based, HEK293, Gal4-DAX1, luciferase luminescence; Nuclear receptor subfamily 0 group B member 1 (Homo sapiens), P51843; HEK293 Gal4-DAX1 luciferase reporter; inhibition, % at 6.75 µM; 340,000 compounds, 0.99% hits; AID 504766, 2011;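 active means inhibition above the mean over all tested compounds plus 3 SD, cut at about 4.2% in these data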;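 further: 0% = DAX1-transfected cells with DMSO and 100% = empty-vector control cells with DMSO; inhibition shows as a rise in luminescence from relieved DAX1 repression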
Target sequence (P51843 207-470 limits assumed): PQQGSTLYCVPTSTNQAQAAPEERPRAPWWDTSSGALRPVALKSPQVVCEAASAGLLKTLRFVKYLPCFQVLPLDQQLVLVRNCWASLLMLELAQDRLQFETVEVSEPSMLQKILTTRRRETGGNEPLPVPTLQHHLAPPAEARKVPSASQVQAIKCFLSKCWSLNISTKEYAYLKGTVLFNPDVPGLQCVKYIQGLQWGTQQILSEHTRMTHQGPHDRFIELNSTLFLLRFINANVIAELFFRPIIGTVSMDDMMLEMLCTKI
hgDAF-12 ag = H. glycines DAF-12 receptor agonists, primary screen, cell-based, luminescence, HEK293, GAL4 fusion, UAS-luciferase; Nuclear hormone receptor DAF-12 (Heterodera glycines), GAL4 fusion; 370,000 compounds, 1.8% hits; HEK293 GAL4-hgDAF12 UAS-luciferase reporter, agonist luminescence; normalized to butyrate control; AID 687014, 2013; activation, % at 6.8 µM;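 active means activation above a cutoff set at the mean of all screened compounds plus 3 SD, cut at about 10% in these data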;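 further: 0% = DMSO wells and 100% = sodium butyrate wells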
proKLK7 act = proKLK7 zymogen activators, primary screen, biochemical, fluorescence intensity. purified proKLK7, EDANS-DABCYL substrate fluorescence; 100% is mature enzyme control, 0% vehicle. 370,000 compounds, 0.9% hits. activation, % at 7 µM. Kallikrein-7 (Homo sapiens), P49862;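 active means activation above the mean of all tested compounds plus 3 SD, computed per campaign excluding outliers beyond control limits, cut at about 13% in these data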
DAX1 inh-2 = DAX1 (NR0B1) inhibitors on StAR promoter, primary screen, cell-based, luminescence, SF-1 (NR5A1), full-length DAX-1. HEK293T StAR-luciferase reporter, SF-1/DAX-1 repression relief. inhibition, % at 6.8 µM. 370,000 compounds, 1.1% hits. AID 652010, 2013;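 active means inhibition above the mean over all tested compounds plus 3 SD, cut at about 3.6% in these data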;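 further: 0% = DAX-1 cells with DMSO and 100% = cells lacking DAX-1 with DMSO; higher inhibition means more luminescence from relief of DAX-1 repression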
hcDAF12 agonist = H. contortus DAF-12 nuclear receptor activators, primary screen, cell-based, luminescence, HEK293, lit1-tk-luc reporter; 370,000 compounds, 1.4% hits; activation, % at 6.8 µM; HEK293 hcDAF-12 lit1-tk-luc reporter; 0% DMSO, 100% Δ7-dafachronic acid;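 active means activation above the mean of all tested compounds plus 3 SD, cut at about 5.5% in these data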;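 further: 100% = response to 3 µM Δ7-dafachronic acid high control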
* = called active by the depositor; nt = no result given. Compounds as they come (roughly 6.7% active in at least one column).

canonical_smiles,FXN GAA850 act,ssDAF-12 act,NPR1 activator,SMARCA2 act,NPR2 activator,HGIII-sPLA2 inh,DAX1 inh-1,hgDAF-12 ag,proKLK7 act,DAX1 inh-2,hcDAF12 agonist
CCOc1ccc(Nc2nc(C)cc(C)c2C#N)cc1,0.2,-0.4,1,1,-3,10,0.7,5.4,0.6,-0.4,3.0
Cc1ccc2cccc([N+](=O)[O-])c2n1,-0.1,-1.1,-1,-2,0,3,0.6,1.6,-0.4,-1.1,0.1
Cc1ccccc1NC(=O)C(=O)N/N=C/c1cccc(Br)c1,-0.9,-0.7,3,-1,-12,1,-0.9,1.3,-0.2,-0.3,-1.5
Cc1cccc(C)c1NC(=O)C1c2ccccc2OCC(=O)N1CCCN1CCOCC1 (configuration not stated),nt,-0.3,0,-2,-3,5,nt,2.1,-0.4,-0.2,0.7
COc1ccc(CCNC(=O)Cn2c(=O)c3cccn3c3cccnc32)c(OC)c1OC,1.1,-0.7,-3,-1,1,6,-0.4,0.7,0.5,1.2,-1.3
COc1cc(CNC(=O)c2cc(-c3cc(Cl)ccc3OC)n[nH]2)cc(OC)c1,-0.4,-1.4,16,-3,7,-9,nt,-2.2,0.3,-0.9,-1.8
CCCCC(Nc1ncnc2ccccc12)C(=O)O (configuration not stated),-0.2,-1.1,-1,0,-3,5,1.7,-0.3,0.7,0.3,1.8
COc1cccc(-c2nnc(SCc3ccccn3)n2C)c1,3.6,-1.1,4,-5,2,6,1.8,1.5,-0.4,0.5,0.2
O=C(NN1C(=O)/C(=C/C=C/c2ccco2)SC1=S)c1ccccc1O,2.3,-0.9,-8,-2,-1,-3,1.9,-1.7,-0.2,-0.4,-1.1
COc1ccc(Cl)cc1N(CC(=O)Nc1ccc2c(c1)OCO2)S(C)(=O)=O,-0.7,-1.4,-4,-1,-4,-8,0.7,3.2,-0.1,-0.5,-0.5
CCOC(CNc1ncnc2sc(-c3ccccc3)cc12)OCC,1.9,-1.3,7,-2,6,-3,0.9,-0.8,-0.6,-0.3,-2.8
Cc1cc2c(c(=O)n1CCc1ccccc1)C(c1ccco1)C(C#N)=C(N)O2 (configuration not stated),-0.3,-1.9,-7,-2,6,-6,-2.4,-1.8,-11,-1.1,-1.0
Cc1cc(C)c(S(=O)(=O)c2c(C)cccc2C)c(Cl)n1,-0.4,-0.2,4,-1,-4,-1,-0.6,-4.4,0.2,1.4,-0.1
O=C(O)c1ccc2cccnc2n1,2.7,1.3*,2,-2,1,7,-0.9,0.9,-0.5,-0.8,-0.4
O=C(Nc1ccccc1C(=O)O)c1ccc(N2C(=O)C3CC=CCC3C2=O)cc1 (configuration not stated),0.6,-1.1,0,0,-3,-5,-0.3,1.7,-0.5,-0.4,-1.0
Cn1nc(C(C)(C)C)cc1C(=O)NCc1cc(F)cc2c1OCOC2,-3.5,-2.7,1,-6,1,4,-7.0,-7.2,0.2,-1.6,-5.5
C=C(C)C1CC=C(C)/C(=N\NC(=O)CNc2ccccc2OC)C1 (configuration not stated),2.0,-1.5,-2,-1,-6,7,0.3,2.1,0.2,-0.5,-0.7
O=S(=O)(Nc1cccc2cccnc12)c1ccc(S(=O)(=O)N2CCCC2)cc1,-0.4,-1.1,3,1,4,6,1.4,-5.5,-0.4,-2.2,-2.1
Cc1ccccc1NC(=O)N1C2CCCC1CC(NC(=O)C1CC1)C2 (configuration not stated),1.8,-1.0,2,-1,5,3,0.5,1.6,-0.3,0.4,-1.0
CCCc1c(C(=O)N/N=C/c2ccoc2)nnn1-c1nonc1N,2.4,-1.9,-2,-1,-7,6,-0.6,-0.4,-0.3,-1.5,-0.5
COc1ccc(C)cc1NC(=O)C1CC(=O)OC12CCCCC2 (configuration not stated),-1.0,-0.9,-1,3,1,-1,1.8,0.8,-0.8,-0.4,-1.8
COc1ccc(Cc2c(-c3ccco3)nc3ccc(Br)cn23)c(C)c1,nt,-1.2,19,5,23,4,nt,1.1,-1.2,0.5,-0.3
Cc1ccc(S(=O)(=O)CCC(=O)Nc2nnc(-c3ccc(F)cc3)o2)cc1,4.3,-1.0,0,-1,-3,5,0.1,-1.2,0.6,1.8,-0.7
Cc1ccc(NC(=O)CCc2nnc3ccc(NCc4ccco4)nn23)cc1F,1.4,-1.3,0,5,-4,-5,0.4,-1.9,-0.2,0.0,-2.4
O=C(NCc1ccc(Cl)cc1)C1CCN(S(=O)(=O)c2cccc3nonc23)CC1,-1.6,-0.6,-9,1,3,4,-0.6,-1.2,-0.3,-0.3,-0.5
Cc1ccc(N=C2NC(=O)c3cc([N+](=O)[O-])ccc32)cc1,2.4,-1.4,2,2,-1,2,0.2,3.1,1.0,-0.7,-1.0
CCOC(=O)c1cccc(-n2c(C)cc(C=O)c2C)c1,-0.2,-0.8,-6,-2,2,0,0.7,-2.2,-0.1,-1.2,-0.4
O=C(NCc1ccc(Cl)cc1)c1cnccn1,1.8,-0.6,4,-1,3,2,-0.3,2.5,0.1,0.0,-0.3
CCCn1nnnc1NC(=O)COc1ccc(Cl)c(C)c1,2.3,-0.8,3,1,-1,-5,0.5,-0.5,0.1,0.6,2.2
COc1cccc(C(=O)NCCS(=O)(=O)N2CCCCCC2)c1,-0.8,-0.3,-2,-2,-3,-1,-0.5,-1.1,-0.3,0.5,-0.1
CCN1CCN(c2ccc(S(=O)(=O)N3CCOCC3)cc2NC(=O)CC(C)C)CC1,1.8,-1.0,-6,0,2,3,-0.6,-2.0,0.1,2.7,1.5
CCOc1ncccc1C(=O)Nc1ccc2c(c1)OCCO2,-5.7,-0.8,9,-3,3,7,-0.1,-3.8,0.5,-2.1,-1.3
O=C(COC(=O)COc1cccc(Br)c1)NCc1ccc2c(c1)OCO2,-0.3,-1.1,0,-2,-1,1,0.8,1.0,-0.6,-0.1,1.2
CCOC(=O)c1[nH]c2cc3c(cc2c1NC(=O)CN1CC(C)CC(C)C1)OCO3 (configuration not stated),-1.0,-0.1,2,2,-7,3,0.4,-0.5,-0.7,0.9,2.2
CCOc1ccc(NS(=O)(=O)c2ccc(OCC(=O)N3CCCC3)cc2)cc1,-5.0,-1.0,2,2,3,-2,-0.1,-1.0,-0.8,0.1,0.8
Brc1ccc(OCc2nc3ccccc3[nH]2)cc1,3.1,-0.1,-22,5,-9,-2,3.6,12*,0.2,1.9,6.0*
Cc1cc(C)cc(OCC(=O)OCC(=O)NC2CCCC2)c1,-1.2,-1.9,-2,4,-3,2,0.0,-0.1,0.2,1.2,-0.8
O=C1CN(C(=O)CCCc2c[nH]c3ccccc23)c2ccccc2N1,-0.1,-0.9,-7,-2,0,-34,0.1,1.3,0.7,-0.1,0.8
O=C(c1cc(-n2cnnc2)ccc1Cl)N1CCN(c2nc(-c3ccccc3)cs2)CC1,-2.0,-1.7,-1,-1,-1,0,1.0,-3.9,-0.5,-1.3,-2.1
CCn1nc(C)c(NS(=O)(=O)c2ccccc2)c1C,-0.1,-0.6,4,-5,3,9,-0.8,0.3,0.5,-0.2,-2.0
CC(CCN1CCC(C(O)(c2ccccc2)c2ccccc2)CC1)Oc1ccc(F)cc1 (configuration not stated),nt,-0.4,-11,-2,-9,-11,nt,0.0,-0.1,0.4,0.6
COc1cccc(NC(=O)C(=O)NCCCn2ccnc2)c1,2.7,-1.7,1,-2,-1,0,0.3,5.4,0.2,0.7,0.3
O=C(O)c1ccc2c(=O)n(Cc3ccccc3)c(SCc3ccc([N+](=O)[O-])cc3)nc2c1,-1.5,-0.4,0,3,2,-5,1.6,0.0,-0.1,0.2,-0.6
COCCN(CCOC)Cc1cc(=O)oc2cc(C)ccc12,nt,-1.0,0,0,-1,-1,nt,-1.4,-1.9,-0.3,1.4
